# KCNH2 WT inh: KCNH2 (human, wildtype) channel inhibition; Q12809; U2OS, BacMam KCNH2, thallium flux FluxOr; active compounds read low; activity change, % at 1.84 µM; hit rate 0.37% among 340,000; AID 720551;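 active = maximum activity change below -70%; inconclusive = maximum activity change between -70% and -50%; inactive = maximum activity change above -50%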; note: % is set by controls: 0 for no effect and ±100 for the full control effect
#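 U2OS cells transduced with wild-type KCNH2 virus are loaded with FluxOr dye for 45 min, and thallium flux is measured in kinetic reads before and after stimulation buffer. Rate constants are normalized to DMSO controls.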
# FBPA coupling cs: coupling enzyme interference in Giardia aldolase counter-screen; AID 2472; hit rate 0.67% among 290,000; coupling enzyme system counterscreen, AmpLite Red fluorescence; activity change, negative = inhibition, % at 58.2 µM, hits read low; in the data active = activity change below about -30%; note: % is set by controls: 0 for no effect and ±100 for the full control effect
#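 Final compound at 57.5 uM, incubated 10 min at RT with coupling enzyme reagent (glyceraldehyde-3-phosphate), then 20 min with substrate and AmpLite Red detection. Fluorescence read at 525/598 nm; tests interference with the coupling assay, not aldolase inhibition.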
# A-T KAP1 phos: candidate therapy for ataxia-telangiectasia; hit rate 0.19% among 320,000; Potency, µM (doses to about 57.5 µM), for the others: at the highest dose activation, usual class: activators; AID 485349; […] A-T fibroblasts, KAP-1 phosphorylation AlphaLISA; neocarzinostatin DNA damage 30 min before lysis; note: potency is the fitted concentration of half-maximal effect; % of control where 0% means no effect; nearly all actives have a fitted effect of over 45% in size
#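 ATM-like activity read as KAP-1 phosphorylation via AlphaLISA donor/acceptor antibody pairs after lysis and 6 hr at 25C. Cells were ATM-null patient fibroblasts ([…], hTERT), dosed 60 min, then exposed to the DSB inducer NCS for 30 min.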
# GALK inhibitor: blocks human galactokinase activity; P51570; Purified GALK, Kinase-Glo residual ATP luminescence; Potency, µM (titrated, usually from 57.5 µM), inactives show top-dose activity change, negative = inhibition, actives largely listed as inhibitors; hit rate 0.007% among 270,000; note: potency is the fitted concentration of half-maximal effect; % is set by controls: 0 for no effect and ±100 for the full control effect
#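 GALK at 5 nM final was combined with compound, 35 uM ATP and 100 uM galactose in HEPES pH8.0 with MgCl2 and DTT. The reaction ran one hour at room temperature before luminescent ATP detection.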
# KCNH2 3.1 block: inhibitors of human KCNH2 3.1 potassium channel isoform; U2OS KCNH2 3.1, thallium flux FluxOr; active compounds read low; activity change, % (tested at about 1.8 µM); hit rate 0.95% among 340,000;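 active = maximum activity change below -70%; inconclusive = maximum activity change from -70% to -50%; inactive = maximum activity change above -50%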;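 note: thallium influx rate constant from kinetic fluorescence after stimulation buffer; % is set by controls: 0 for no effect and ±100 for the full control effect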
#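 U2OS cells transduced with KCNH2 3.1 mutant virus (1.77 x 10^8 /mL, 4 h), plated overnight at 37 C, loaded 45 min with FluxOr dye plus Red40 quencher. Thallium flux rate constant from kinetic reads after stimulation buffer, normalised to controls.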
# ASM inhibitor: human S-ASM enzyme inhibition; placental ASM, HMU-PC fluorogenic substrate, 60 min; Potency, µM (highest dose often 57.5 µM), for inactives: top-dose activity change, negative = inhibition, hits mostly inhibitors; hit rate 0.006% among 340,000; note: potency is the fitted concentration of half-maximal effect
# Target sequence (P17405 47-631 limits assumed): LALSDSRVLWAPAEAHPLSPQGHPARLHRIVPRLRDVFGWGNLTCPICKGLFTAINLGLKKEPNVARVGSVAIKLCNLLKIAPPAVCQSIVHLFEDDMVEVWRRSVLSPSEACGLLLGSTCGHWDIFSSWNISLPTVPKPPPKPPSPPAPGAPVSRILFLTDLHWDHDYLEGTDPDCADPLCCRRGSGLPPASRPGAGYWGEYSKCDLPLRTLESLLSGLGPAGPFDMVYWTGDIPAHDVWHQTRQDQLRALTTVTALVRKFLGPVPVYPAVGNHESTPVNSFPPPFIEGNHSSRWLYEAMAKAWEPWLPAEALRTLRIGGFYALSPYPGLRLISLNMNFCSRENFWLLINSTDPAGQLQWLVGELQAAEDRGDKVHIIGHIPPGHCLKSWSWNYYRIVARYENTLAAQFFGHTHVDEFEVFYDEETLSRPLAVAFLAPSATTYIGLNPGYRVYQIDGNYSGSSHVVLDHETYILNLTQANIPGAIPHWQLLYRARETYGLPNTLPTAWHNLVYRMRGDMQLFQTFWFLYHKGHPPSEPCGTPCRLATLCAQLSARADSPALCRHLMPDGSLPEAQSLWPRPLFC
#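 Fluorescence read-out (Ex 386 nm, Em 447 nm) after stopping the reaction at pH 10. Enzyme: ASM from human placenta; substrate HMU-PC0, 9 uM final; 60 min, 37 °C. Compound preincubation 10 min, ambient temperature.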
# MBNL1-CUG inh: inhibitors of human MBNL1 binding to CUG repeat RNA | Potency, µM (series often up to 57.5 µM), inactives show at the top dose activity change, negative = inhibition, hits mostly inhibitors | TR-FRET MBNL1-His/biotin-(CUG)12 binding, 665/545 ratio | hit rate 0.036% among 280,000 | AID 2675 | Q9NR56; active = well fitted inhibition curve with a large enough effect in the signal ratio, with a control signal flat, not every such curve was filed as active; inconclusive = small, poorly fitted or top-dose-only effect, or effect the other way, or a change in a side signal; inactive = no such curve, though single readings can be large or run the other way; the % refers to the signal ratio; note: potency is the fitted concentration of half-maximal effect; % is set by controls: 0 for no effect and ±100 for the full control effect
# Target sequence (Q9NR56 whole entry, looked up): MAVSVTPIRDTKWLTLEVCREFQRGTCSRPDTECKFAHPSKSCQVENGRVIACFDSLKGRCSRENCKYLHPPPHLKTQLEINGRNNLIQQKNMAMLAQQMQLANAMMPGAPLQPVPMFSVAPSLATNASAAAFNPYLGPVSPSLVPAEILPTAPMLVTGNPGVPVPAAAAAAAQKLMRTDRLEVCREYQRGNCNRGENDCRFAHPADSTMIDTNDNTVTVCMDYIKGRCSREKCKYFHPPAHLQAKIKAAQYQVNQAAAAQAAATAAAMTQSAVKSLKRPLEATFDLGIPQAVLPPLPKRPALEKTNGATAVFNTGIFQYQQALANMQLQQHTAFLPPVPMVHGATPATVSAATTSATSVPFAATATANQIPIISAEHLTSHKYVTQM
#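 Compounds (final 92 nM to 58 uM) are added to His-tagged MBNL1 and biotin-(CUG)12, then terbium anti-His antibody and streptavidin-XL665 (5 nM final). After 60 min at room temperature, the 665/545 nm ratio is read.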
# a7 integrin act: activators of alpha7 integrin expression for muscular dystrophy; alpha7betagal myoblasts, beta-gal FDG fluorescence, 48 h; Potency, µM (series often up to 38.3 µM), inactives show at the highest dose activation, actives largely listed as activators; hit rate 0.064% among 350,000; AID 624291;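 note: potency is the fitted concentration of half-maximal effect; 100% = response of the positive control SU9516; nearly all actives have a fitted effect of over 60% in size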
#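 Alpha7betagal+/- myoblasts (passage 13) were plated 16-24 hr, then exposed to compounds (1:260 dilution of DMSO stock) for 48 hours at 37C. After MPER lysis, β-galactosidase reporter activity was read as FDG fluorescence (ex 480/em 540) after 30 minutes.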
# MLL CXXC-DNA inh: inhibitors of human MLL CXXC domain-DNA interaction; Potency, µM (doses to about 115 µM), inactives show at the highest dose activity change, negative = inhibition, actives largely listed as inhibitors; Q03164; MLL-CXXC / FITC-HOXA9 DNA fluorescence polarization; hit rate 0.037% among 290,000; active = well fitted inhibition curve with a large enough effect in the polarisation, with a control signal flat, not every such curve was filed as active; inconclusive = small, poorly fitted or top-dose-only effect, or effect the other way, or a change in a side signal; inactive = no such curve, though single readings can be large or run the other way; the % refers to the polarisation; note: potency is the fitted concentration of half-maximal effect
#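 Purified MLL-CXXC (added from a 7 uM solution) was preincubated 5 min at ambient with pinned compounds in 50 mM Tris-HCl pH 7.5, 50 mM NaCl, 1 mM DTT, 0.05% BSA. Fluorescein-labeled HOX-A9 DNA (50 nM solution) followed, 30 min, then polarization read.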
# TRPV1 ag: human TRPV1 agonism. AID 540275. TRPV1-expressing cells, Fluo-8 calcium influx, agonist mode. activation, % at 8.33 µM. hit rate 0.19% among 320,000. Q8NER1; in the data active = activation above about 80%; inconclusive = between about 30% and that limit; note: 0% is about no effect
#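 Cells expressing TRPV1 were dye-loaded with Fluo-8 and read kinetically: 10 s baseline, 3 min after compound (agonist portion), then 2 min after EC20 capsaicin (allosteric enhancer portion). Calcium-bound dye fluorescence at 480/520 nm.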
# * marks the source's active call; other numbers are inactive results; ? = inconclusive; nt = not tested or not shown; & = joins results of further samples; [ ] = another dose, or the depositor's remark. Unless noted, calls come from the whole dose curve; as a rule, active = well fitted curve in the direction sought with a large enough effect; inconclusive = small, poorly fitted or top-dose-only effect, or another doubt; inactive = no such curve, though single readings can be large; an effect the other way counts as inactive or inconclusive.
SMILES,KCNH2 WT inh,FBPA coupling cs,A-T KAP1 phos,GALK inhibitor,KCNH2 3.1 block,ASM inhibitor,MBNL1-CUG inh,a7 integrin act,MLL CXXC-DNA inh,TRPV1 ag
O=C(CCN1CCN(c2ccccc2)CC1)N/N=C/c1ccc(O)c(O)c1O,2,-40*,0%,-2%,30,4%,11%,15%,-1%,-1
CCOC(=O)N1CCN(c2c(N3CCN(c4ccc(OC)cc4)CC3)c(=O)c2=O)CC1,-17,4,4%,2%,-3,-1%,15%,0%,17%,-2
O=C(COC(=O)CNS(=O)(=O)c1ccc(Cl)cc1)NC1CCCCC1,-1,nt,-6%,nt,-11,4%,nt,-17%,nt,7
COc1cc(NC(=S)NCCc2c[nH]c3ccccc23)c(OC)cc1Cl,10,-11,-6%,0%,-2,-17%,-6%,1%,6%,-2
Cc1cc(-c2nnc(SCC(=O)Nc3ccccc3Cl)n2C)no1,2,1,4%,-1%,-19,4%,-12%,-3%,-8%,-1
CCN(CC)C(=O)c1ccc(Oc2ccc([N+](=O)[O-])cc2Cl)cc1,2,1,7%,3%,4,3%,?,-8%,6%,5
CCOC(=O)c1c(-c2ccccc2)c2cc(OC)ccc2n1CCCN(C)C,1,-1,6%,3%,-37,128%[activator],?,-62%[inhibitor],?,30
CCCCN(CC)CCNC(=O)c1cc2c(-c3ccccc3F)nn(C)c2s1,nt,-7,-1%,1%,-1,-4%,-9%,-73%[inhibitor],14%,2
O=C(Nn1c(C2CCC2)nc2ccccc2c1=O)C1CCC1,-32,6,?,4%,-11,5%,2%,7%,9%,6
COC(=O)[C@H]1C[C@H](O)CN1S(=O)(=O)c1ccc(Br)cc1F,3,nt,3%,nt,-2,5%,nt,23%,nt,nt
CCC(C(=O)NC1CCCCC1)N(C(=O)c1snc(C(N)=O)c1N)c1ccc(OC)cc1OC (stereo not drawn),1,0,-3%,2%,3,301%[activator],0%,-9%,-4%,2
Cc1cccc(Nc2nc(N3CCN(C)CC3)nc(N)c2[N+](=O)[O-])c1,-2,-3,nt,2%,22,-14%,nt,-2%,10%,-4
CCOc1ccc(CCNC(=O)COC(=O)C2CC2)cc1OCC,-12,nt,7%,nt,-6,5%,nt,-16%,nt,-1
CCn1c(SCC(=O)Nc2cccc(F)c2)nnc1-c1cc2cc(Br)ccc2o1,0,-2,-4%,0%,0,2%,0%,-18%,25%,0
COCCCn1c(=O)c2sccc2n2c(CCCC(=O)NCC3CCCO3)nnc12 (stereo not drawn),-9,1,-1%,-3%,8,-1%,-1%,7%,3%,-2
Cc1ccc(COc2ccc(/C=N/NC(=O)c3ccc(CN4CCOCC4)cc3)cc2)cc1,3,0,0%,0%,-14,-2%,nt,-23%,1%,3
Cc1ccc(C)c(NC(=S)N(C2CCCCC2)C(C)c2cccnc2)c1 (stereo not drawn),4,5,41%,-1%,13,3%,0%,30%,1%,0
CN1CCN(C(=O)CCc2nnc3ccc(N4CCC5(CC4)OCCO5)nn23)CC1,-16,nt,6%,-2%,12,0%,-4%,19%,-11%,-2
CCC(=O)C1CCCN(C(=O)c2ccc(OC)c(OC3CCN(C(C)=O)CC3)c2)C1 (stereo not drawn),2,nt,-2%,-6%,-3,5%,7%,-37%,6%,-1
CCCC1S/C(=N/N=C/c2ccc(C)cc2)N(Cc2ccc(OC)cc2)C1=O (stereo not drawn),4,-5,nt,1%,-7,-13%,-9%,-20%,0%,-3
COc1ccc(CN2CCN(c3ccc(F)cc3)CC2)c(OC)c1OC,1,-1,-12%,3%,?,3%,-1%,-33%,0%,9
CC(SCC(=O)Nc1ccccc1Br)c1nc2ccccc2c(=O)[nH]1 (stereo not drawn),-2,nt,1%,nt,2,1%,nt,15%,nt,nt
CC12CCC(C/C1=N\OC(=O)c1c(F)cccc1F)C2(C)C (stereo not drawn),1,2,5%,0%,6,0%,6%,-16%,0%,3
O=C1Nc2ccccc2C1(O)Cc1ccccn1 (stereo not drawn),0,2,-1%,-2%,1,-2%,-3%,17%,3%,-6
COc1ccccc1OCC(=O)N/N=C1/SCC(=O)N1Cc1ccccc1,10,-2,1%,nt,1,3%,-14%,0%,-1%,-2
COc1ccc(CCC(C)Nc2ccc(F)cc2)cc1 (stereo not drawn),-3,0,28%,4%,10,-5%,-2%,-18%,-1%,-8
CCOc1cc(/C=N/NC(=O)CSc2nncn2C)ccc1OCC(N)=O,0,1,-9%,nt,1,4%,1%,-5%,-5%,1
O=C(CCNS(=O)(=O)c1ccc2[nH]c(=O)oc2c1)Nc1ccccc1,-14,nt,7%,-3%,-6,24%,-2%,-3%,-9%,-1
S=c1[nH]nc(Cc2noc3ccccc23)n1-c1ccccc1,-4,0,-4%,5%,-10,-2%,3%,10%,-1%,-3
CCC(OC(=O)c1ccco1)C(=O)NC1CCCC1 (stereo not drawn),-11,2,-1%,2%,-13,-4%,-1%,-25%,-3%,0
O=C1C2C(c3ccccc3)(C(=O)N1c1ccc(Cl)cc1)C2(c1ccccc1)c1ccccc1 (stereo not drawn),-3,0,0%,1%,-15,2%,-9%,26%,19%,-3
CCNc1nc2c(c(=O)n(C)c(=O)n2C)n1CCCc1ccccc1,-11,1,-1%,-6%,-5,-3%,3%,-56%[inhibitor],26%,-1
Cc1ccc(/C=C/C(=O)Nc2nccs2)o1,-15,-20,-7%,0%,-1,0%,30%[activator],-10%,-1%,4
COc1ccc(C(=O)NC(CC(C)C)C(=O)O)cc1 (stereo not drawn),-13,nt,-5%,nt,9,13%,nt,5%,nt,1
O=C(NCc1ccc(Cl)cc1)c1ccc(N2CCCC2=O)cc1,5,2,2%,0%,0,0%,-2%,0%,-1%,27
Cc1ccc(C)c2nc3sc(C(=O)N4CCCc5ccccc54)c(N)c3cc12,-26,-3,-5%,0%,-3,-11%,-4%,-9%,?,nt
CC(=O)c1cccc(NC(=O)COC(=O)COc2ccccc2C)c1,-19,2,9%,3%,-2,1%,-1%,7%,8%,23
COc1ccc(Cn2c(=O)sc3ccccc32)cc1OC,1,5,5%,-2%,2,2%,2%,-28%,0%,-1
COC(=O)Nc1ccc(OCc2ccccc2)cc1,7,0,7%,2%,11,7%,3%,12%,5%,2
CC(C)CC1(C(=O)NCCN2CCOCC2)C=CCN1C(=O)c1ccccc1 (stereo not drawn),1,1&2,2%,nt,11,-1%,25%,4%,18%,1

# By substructure, the compounds so far containing a nitro group on carbon
SMILES,KCNH2 WT inh,FBPA coupling cs,A-T KAP1 phos,GALK inhibitor,KCNH2 3.1 block,ASM inhibitor,MBNL1-CUG inh,a7 integrin act,MLL CXXC-DNA inh,TRPV1 ag
CCN(CC)C(=O)c1ccc(Oc2ccc([N+](=O)[O-])cc2Cl)cc1,2,1,7%,3%,4,3%,?,-8%,6%,5
Cc1cccc(Nc2nc(N3CCN(C)CC3)nc(N)c2[N+](=O)[O-])c1,-2,-3,nt,2%,22,-14%,nt,-2%,10%,-4

# Other entries
SMILES,KCNH2 WT inh,FBPA coupling cs,A-T KAP1 phos,GALK inhibitor,KCNH2 3.1 block,ASM inhibitor,MBNL1-CUG inh,a7 integrin act,MLL CXXC-DNA inh,TRPV1 ag
O=C(COC(=O)CNC(=O)c1ccc(Cl)c([N+](=O)[O-])c1)NCC1CCCO1 (stereo not drawn),-2,nt,-1%,nt,10,0%,nt,-19%,nt,-2
CNc1nnc(SCC(=O)N2c3ccccc3NC(=O)CC2C)s1 (stereo not drawn),-8,nt,0%,nt,15,0%,nt,13%,nt,4
C/C(CC1(O)/C(=N/O)CCc2nonc21)=N\O (stereo not drawn),-8,0,-3%,0%,14,0%,4%,3%,-1%,1
Cc1ccccc1C(=O)NNC(=O)c1cccc(Br)c1,-24,0,8%,-1%,15,-1%,-4%,?,-8%,6
CCn1cc(C(=O)N2CCN(c3ccc(OC)cc3)CC2)c(=O)c2cc(S(=O)(=O)N3CCCCC3)ccc21,-1,-8,-5%,-1%,4,-5%,-3%,-28%,6%,-3
COc1ccc(S(=O)(=O)N2CCC(C(=O)NN3CCCCC3)CC2)cc1OC,-8,nt,-2%,nt,-7,2%,nt,?,nt,0
NC(=O)Cn1c(=O)oc2ccccc21,-15,1,1%,3%,-16,1%,-9%,1%,1%,-1
O=C(CSCCc1ccccn1)Nc1ccccn1,-3,0,nt,-1%,-5,-6%,4%,21%,5%,3
Cc1nonc1C(=O)N/N=C/c1cc2c(cc1Br)OCO2,2,1,-1%,-1%,10,0%,5%,17%,5%,26
COc1c2c(cc3ccc(=O)oc13)CCO2,-13,-3,-1%,-3%,-9,8%,17%,11%,3%,-2

# Assay outcomes (PubChem BioAssay)
